Bioassay records: PubChem BioAssay, National Center for Advancing Translational Sciences (NCATS)
A549 tox: kills or reduces viability of A549 cells in Nrf2 counter-screen | A549 ARE-Fluc cells, CellTiter-Fluor viability, 18-24 h | Potency, µM (doses to about 46 µM), for inactives: at the top dose activity change, negative = cytotoxicity, most hits filed as inhibitors | 390,000 compounds, 0.16% hits | AID 504648; also: potency is read from the fitted curve at half-maximal effect; % is scaled to controls: 0 for no effect and ±100 for the full control effect
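Cytotoxicity counterscreen: CellTiter-Fluor fluorescence was measured in A549 ARE_Fluc cells after 18-24 h of compound exposure in a concentration series. The subsequent BugLite luminescent read reports ARE-luciferase activity.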
Nrf2 activator: activators of Nrf2 (ARE) signaling; AREc32 ARE-luciferase reporter (MCF7-derived line), luminescence, 24 h; Potency, µM (series often up to 46.1 µM), for inactives: top-dose activation, usual class: activators; 410,000 compounds, 0.31% hits; also: potency is read from the fitted curve at half-maximal effect; % of control where 0% means no effect; nearly all actives have a fitted effect of over 65% in size
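Luciferase luminescence (Steady-Glo, 30 min at room temperature) served as the read-out of ARE activation in AREc32 cells treated with compounds for 24 hr at 37 deg C.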
ATXN viability: viability counter-screen for ATXN expression inhibitors; S2 cells (HEK-293 line with an ATXN2-luciferase reporter) viability, CellTiter-Fluor protease fluorescence, 24 h; Potency, µM (highest dose often 56.7 µM), most hits filed as cytotoxic; 400,000 compounds, 0.49% hits; also: potency is read from the fitted curve at half-maximal effect; nearly all actives have a fitted effect of over 40% in size
Akt phos inh: Akt phosphorylation inhibition; Neuro2A IGF-stimulated pAkt S473 HTRF, 20 min; active compounds read low; 360,000 compounds, 0.32% hits; AID 651550; activity change, % for hits at 50 µM; in the data active = activity change below about -80%; inconclusive = mostly about -51% to -80%; also: % is scaled to controls: 0 for no effect and ±100 for the full control effect
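Single-point screen (50 µM final compound) in Neuro2A cells stimulated 20 min with 6 nM IGF at 37 deg C. After lysis, Ser473-phosphorylated Akt read by HTRF (ex 330 nm, em 615/665 nm) as the 665/615 ratio.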
MmCpn inh: M. maripaludis TRiC chaperonin inhibition; 330,000 compounds, 0.031% hits; AID 504842; purified Mm-Cpn ATPase, ADP Transcreener TR-FRET; Potency, µM (series often up to 76.9 µM), without a hit: at the top dose activity, negative = inhibition, usual class: inhibitors; also: potency is read from the fitted curve at half-maximal effect; % is scaled to controls: 0 for no effect and ±100 for the full control effect; nearly all actives have a fitted effect of over 80% in size
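Purified archaeal chaperonin (25 nM final) was preincubated with compound for 10 min at 37°C, then ATP (10 uM final) was added for 30 min at 37°C in Tris pH 7.4/KCl/MgCl2/DTT buffer. ADP was quantified by HTRF Transcreener TR-FRET.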
TGFb SMAD3 inh: blocks TGF-b signaling. HepG2 CAGA-GFP TGF-b/SMAD3 reporter, GFP fluorescence, 18 h; TGF-beta stimulated, 500 pg/mL final. Potency, µM (titrated, usually from 46.1 µM), inactives show at the top dose activity, negative = inhibition, hits mostly inhibitors. 410,000 compounds, 1.2% hits. AID 588855; also: potency is read from the fitted curve at half-maximal effect; % is scaled to controls: 0 for no effect and ±100 for the full control effect; nearly all actives have a fitted effect of over 65% in size
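Per well, imaged GFP fluorescence of HEPG2 CAGA-GFP cells gives the signal; cells get compound, then TGF-beta (500 pg/mL final), 18 h at 37 degrees C; %Activity versus -TGF-beta and +DMSO controls.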
Nrf2 block: blocks Nrf2 signaling; A549 ARE-Fluc reporter, luciferase luminescence, 18-24 h; Potency, µM (doses to about 46 µM), for the others: at the top dose activity change, negative = inhibition, hits mostly inhibitors; 360,000 compounds, 2.1% hits; AID 504444; also: potency is read from the fitted curve at half-maximal effect; % is scaled to controls: 0 for no effect and ±100 for the full control effect; nearly all actives have a fitted effect of over 60% in size
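Reporter: ARE-Fluc in A549. Exposure: 18-24 h, 37 °C, 5% CO2, 5% FBS OPTI-MEM. Readouts: fluorescent cytotoxicity (CellTiter-Fluor), then luminescent Nrf2 signal after BugLite.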
HepG2 viability: kills HepG2 cells in TGF-b inhibitor counter-screen; HepG2 CAGA-GFP viability, ATP luminescence, 18 h; Potency, µM (series often up to 46.1 µM), without a hit: at the top dose activity change, negative = cytotoxicity, actives largely listed as cytotoxic; 410,000 compounds, 0.76% hits; also: potency is read from the fitted curve at half-maximal effect; some results filed as inactive show a strong effect at the top dose
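HepG2 CAGA-GFP cells (1000/well, DMEM with 1% FBS) received compound, then TGF-beta at 500 pg/mL final, and were incubated 18 hours at 37 degrees C. Viability was read by CellTiter-Glo luminescence. Media-only wells were set as complete cell-killing and DMSO as no toxicity.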
CCT modulator: cytosolic chaperonin activity modulation | purified chaperonin ATPase assay, HTRF ADP detection, 30 min | activity change, % (no concentration beside the values), hits read low | 360,000 compounds, 0.3% hits | AID 651819; in the data active = activity change below about -30%; also: % is scaled to controls: 0 for no effect and ±100 for the full control effect
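We incubate TRiC, 40 or 20 nM final, with library compounds at 76 uM and 10 uM ATP for 30 min at 37 °C. ADP formed is detected with Transcreener HTRF reagents after 30 min at room temperature.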
Active calls of the source: *; i = inactive; ? = inconclusive; · = not tested or not shown; & = joins results of further samples; ! = a repeat was not active; [ ] = dose if it differs, or a comment. Unless noted, calls follow the shape of the dose curve; as a rule, active = well fitted curve in the direction sought with a large enough effect; inconclusive = small, poorly fitted or top-dose-only effect, or another doubt; inactive = no such curve, though single readings can be large; an effect the other way counts as inactive or inconclusive.

SMILES	A549 tox	Nrf2 activator	ATXN viability	Akt phos inh	MmCpn inh	TGFb SMAD3 inh	Nrf2 block	HepG2 viability	CCT modulator
COc1ccc(-n2c(SCC(=O)Nc3ccc(C(=O)O)cc3)nnc2-c2ccccc2)cc1OC	6%	2.2%	i	i	3%	4%	-1%	4%	2.2
COc1ccc(CNCc2ccc3ccccc3c2)c(OC)c1	-6%	-0.6%	i	i	-5%	?	?	-36%	0.6
COc1ccccc1N1CCN(/N=C/c2ccc(O)c(O)c2)CC1	-10%	14%	?	i	-5%	-4%	?	-8%	-0.8
Cc1c(OCC(=O)NCC(O)c2ccccc2)ccc2c(-c3ccccc3)cc(=O)oc12 (stereo not drawn)	-10%	6.1%	i	i	0%	-10%	-109%	-31%	-3.0
Cc1nnc(N)s1	1%	-0.8%	i	i	2%	-1%	-3%	6%	1.4
O=C(CCCn1c(=O)[nH]c2ccccc2c1=O)N1CCN(c2ccccn2)CC1	8%	-0.4%	i	i	-1%	3%	2%	-2%	-1.9
O=C(N/C(=C/c1ccc(Br)cc1)C(=O)N1CCCC1)c1ccccc1F	-6%	-0.3%	i	i	0%	-10%	-15%	-3%	-1.6
O=C(O)C1=NOC(CNc2ncc(C(F)(F)F)cc2Cl)C1 (stereo not drawn)	-5%	-0.5%	i	i	1%	11%	-2%	1%	-1.7
Cc1ccc2c(c1)N(C(=O)CCC(=O)NCC(C)c1ccccc1)CC(C)O2 (stereo not drawn)	4%	-0.6%	i	i	-4%	-1%	-5%	-7%	-1.2
Cc1ccnc(N/C=C/C(=O)c2ccc(Br)cc2)c1	1%	29%	i	i	-23%	0%	?	-27%	-3.4
CCOC(=O)c1ccc(N2C(=O)c3n[nH]c(-c4ccco4)c3C2c2ccccc2OC)cc1 (stereo not drawn)	-21%	-3.1%	?	·	·	?	26µM*	5µM*	·
CCc1nc2ccccc2c(C(=O)Oc2ccc(C(=O)OC)cc2)c1C	-7%	2.9%	?	i	1%	15%	-2%	-2%	-3.8
O=C(N/C(=C/c1cccc([N+](=O)[O-])c1)C(=O)N1CCCC1)c1ccccc1	-2%	-0.5%	i	i	2%	-18%	4%	-1%	-1.0
N#CC1(N2CCN(C(=O)c3ccccc3)CC2)CCCCC1	2%	-0.2%	i	i	1%	2%	4%	0%	0.0
Cc1ccc(-n2c(=O)[nH]c3sc4c(c3c2=O)CCNC4)cc1C	1%	0.4%	i	·	·	-7%	-6%[9.27 µM]	-7%	·
CN(C(=O)COC(=O)c1cccc(S(=O)(=O)N(C)c2ccccc2)c1)C1CCCCC1	0%	0.2%	i	i	2%	3%	1%	0%	0.9
COc1cc(C(=O)Oc2c(OC)cc(C(=S)N3CCOCC3)cc2OC)cc(OC)c1OC	-2%	3.5%	i	i	2%	-25%	2%	-13%	-2.1
O=C(OCC1OC(Oc2ccc(O)cc2)C(O)C(O)C1O)c1ccccc1 (stereo not drawn)	14%	-0.2%	i	i	2%	-4%	10%	7%	-3.2
Cn1c(=O)c2c(nc(N/N=C/c3ccncc3)n2Cc2ccccc2)n(C)c1=O	-7%	3.1%	i	i	1%	3%	?	-1%	0.9
CN(C)c1ncc(S(=O)(=O)c2ccccc2)c(N)n1	9%	0.1%	i	i	-6%	17%	0%	1%	1.7
CSCCC(NC(=O)c1ccccc1Br)C(=O)NC(C)CCc1ccccc1 (stereo not drawn)	6%	-0.5%	i	i	2%	?	-29%	-26%	-0.2
CCOc1ccc(CNC(=O)c2cc3c(=O)n(Cc4cccs4)ccc3nc2C)cc1	3%	6.5%	·	·	·	?	?	-19%	·
COc1ccc(N(C)C(=O)c2cc3c(s2)-c2ccc(Cl)cc2S(=O)(=O)C3)c(OC)c1	-11%	-0.2%	i	i	-3%	-17%	?	-2%	2.0
Cc1ccc(C(=O)N2CCN(S(=O)(=O)c3sc(C(=O)O)c(C)c3C(=O)O)CC2)s1	-1%	-1.7%	i	i	-2%	0%	2%	7%	0.6
CCCc1nn(C)c(C(=O)Nc2ccc(CC)cc2)c1Cl	10%	2.9%	?	i	-1%	4%	18%	-6%	0.1
O=C(CC1S/C(=N/N=C2CCCCCC2)NC1=O)Nc1ccccc1C(F)(F)F (stereo not drawn)	-1%	-0.5%	i	i	-2%	23%	0%	2%	1.8
COc1ccc(NS(=O)(=O)c2ccc(NC(=O)c3ccccc3Br)cc2)nn1	0%	0.4%	i	i	1%	5%	-1%	9%	-3.0
S=c1[nH]nc(COc2ccccc2)n1/N=C/c1ccccc1Br	-3%	1.9%	i	i	0%	5%	-5%	4%	-2.5
Cc1cc(C)n(-c2cc(Cl)cc(Cl)c2)c(=O)c1C#N	-6%	-1.6%	i	·	2%	-10%	6%	1%	0.9
CCN1C=C(C(=O)c2ccccc2)C(=O)CC1	1%	-1.2%	i	i	·	-3%	7%	1%	-0.8

One compound at a time, as listed above.
Profile of Cc1nnc(N)s1 = A549 tox: 1%; Nrf2 activator: -0.8%; ATXN viability: i; Akt phos inh: i; MmCpn inh: 2%; TGFb SMAD3 inh: -1%; Nrf2 block: -3%; HepG2 viability: 6%; CCT modulator: 1.4
Profile of CN(C)c1ncc(S(=O)(=O)c2ccccc2)c(N)n1 = A549 tox: 9%; Nrf2 activator: 0.1%; ATXN viability: i; Akt phos inh: i; MmCpn inh: -6%; TGFb SMAD3 inh: 17%; Nrf2 block: 0%; HepG2 viability: 1%; CCT modulator: 1.7

Following part:
SMILES	A549 tox	Nrf2 activator	ATXN viability	Akt phos inh	MmCpn inh	TGFb SMAD3 inh	Nrf2 block	HepG2 viability	CCT modulator
Cc1nc(-c2ccc(C(=O)Nc3ccc(F)cc3)cc2)cs1	-13%	0.5%	i	i	-3%	1%	?	-27%	0.2
CCc1cc(=O)oc2c(CNCc3ccccc3F)c(O)c(Cl)cc12	1%	-0.2%	·	i	-5%	-4%	-25%	-16%	-0.1
NC(=Nc1ccccc1)NC(=O)c1nc(Cl)c(N)nc1N	-8%	0.1%	?	i	·	-29%	5%	4%	0.8
CCCCN(CC)CCNC(=S)Nc1ccc2nc(N3CCN(C)CC3)cc(C)c2c1	?	6.8%	?	i	-1%	-16%	3%	-52%	0.1
CNCc1ccccc1Sc1ccc(OC)cc1	0%	0.3%	i	i	1%	-22%	-4%	-39%	-1.2
COc1ccc(-c2ccc(CCC(=O)O)n2-c2ccc(O)cc2)cc1	0%	13%	i	i	0%	-3%	-2%	2%	-1.0
CC(=O)c1c(C)[nH]c(C(=O)CN2C(=O)NC(C)(c3ccc4c(c3)OCO4)C2=O)c1C (stereo not drawn)	0%	3.8%	i	i	-12%	3%	-15%	3%	-0.8
Cc1ccc(SCCN2CCN(C)CCC2=O)cc1	7%&10%	3.7%	i	i	4%	?	?	3%&-12%	-0.5
Cc1ccc(CNc2ncc(-c3ccccc3)n2C)o1	0%	-0.9%	i	i	-4%	-4%	13%	13%	-2.9
CCn1cc(CN2CCC(n3nccc3NC(=O)c3ccc4c(c3)OCO4)CC2)c(C)n1	-1%	-0.1%	i	i	-2%	8%	-2%	-5%	-3.8
COc1cc(NC(=O)c2ccc(OCc3c(C)noc3C)c(OC)c2)cc(OC)c1	0%	-0.4%	i	i	1%	5%	1%	-4%	0.2
CC(C)CC(CCc1ccccc1)OS(N)(=O)=O (stereo not drawn)	-4%	0.4%	i	i	0%	0%	5%	-22%	-0.6
COc1ccc(-n2c(-c3cnccn3)n[nH]c2=S)cc1	-3%	-0.7%	i	i	0%	-15%	10%	-12%	-9.5
Cc1ccc(NCc2nc3ccccc3n2CCOc2ccccc2)cc1	-20%&13%	5.1%&6.3%	?	i	2%	18µM*!	?	-29%&-9%	0.9
CN(C)c1ccc(-n2cccc2/C=C/[N+](=O)[O-])cc1	-13%	-1.5%	30µM*	i	-5%	11%	?	-3%	-1.5
C=CCn1c(SCC(=O)NC(N)=O)nnc1-c1cc2c(s1)CCC(CC)C2 (stereo not drawn)	1%	2.4%	i	i	2%	6%	5%	-9%	-1.9
Cc1ccc(C(=O)C(C)OC(=O)C2CCN(c3ccc(C(F)(F)F)cn3)CC2)cc1 (stereo not drawn)	0%	-0.7%	i	i	-2%	-4%	-3%	-8%	0.4
CCc1ccccc1NC(=O)c1nc2nc(C)cc(C(F)F)n2n1	-6%	-0.3%	i	·	·	-8%	-3%	-10%	·
O=C(O)CCc1ccc(-c2cccs2)n1NC(=O)c1ccc(Cl)cc1	-4%	0.0%	i	i	0%	-13%	?	-5%	3.1
O=C(Nc1cccc(S(=O)(=O)N2CCCC2)c1)c1ccco1	8%	12%	i	i	-2%	-12%	-84%	-13%	-1.7
O=C(Cc1ccccc1)NCc1n[nH]c(=S)n1-c1ccc(Br)cc1	11%	-0.7%	·	i	1%	14%	12%	-21%	0.4
S=C1SCN(CC2CC2)CN1CC1CC1	3%	2.9%	i	i	2%	11µM*	-22%	-10%	-1.2
COc1ccc(CNC(=O)C[C@H]2C(=O)N(Cc3ccccc3)C[C@@H]2Cc2ccccc2)cc1	-8%	-1.3%	i	i	-1%	?	?	-31%&-4%	-0.1
CC(NC(=O)CN1C(=O)COc2ccc(S(=O)(=O)N3CCCCCC3)cc21)c1ccccc1 (stereo not drawn)	-8%	-0.1%	?	·	·	?	-2%	-9%	·
O=C(c1cc(S(=O)(=O)N2CCOCC2)ccc1F)N1CCN(Cc2ccccc2)CC1	-2%	0.4%	i	i	2%	-3%	-3%	5%	3.5
Cc1ccc(NC(=O)c2ccc(OC(=O)c3ccco3)cc2)cc1	9%	-0.1%	i	i	-1%	?	?	-14%	-3.2
COc1ccc(C2/C=C\CN(C(=O)Nc3ccccc3)CC(=O)N2Cc2ccc(F)cc2)cc1 (stereo not drawn)	-1%	-0.4%	i	i	1%	0%	-9%	-47%	-0.8
